RGS4 act: potentiators or activators of RGS4; HEK293 M3R/inducible RGS4, carbachol calcium flux Fluo4; hits give low values; B-score at 10 µM; 310,000 compounds, 0.92% hits; AID 463111;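 active means B-score of the integrated calcium signal more than 4 SD below the library mean, with starting fluorescence not abnormally high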;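 further: negative B-score means reduced calcium response which marks RGS4 activation or potentiation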
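Also added: carbachol at ECmax as muscarinic agonist stimulus; Assay system: HEK293 cells with stable M3R and inducible RGS4; Timing: overnight RGS4 induction, 30 min dye load 37 °C, 20 min compound RT; Measured by: Fluo4-AM (2 µM) calcium-flux fluorescence, kinetic read.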
KCNQ1 inh: inhibitors of human KCNQ1 potassium channel; P51787; CHO-K1 KCNQ1, FluxOR thallium flux fluorescence; hits give high values; B-score at 10 µM; 310,000 compounds, 1.3% hits; AID 2642;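 active means compounds whose thallium flux B-score, printed positive for inhibition, exceeds three library SD while starting fluorescence stays within three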;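 further: channel opened by potassium depolarization with thallium stimulus after 20 min compound exposure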
hERG rescue: shields human hERG channel from block by proarrhythmic agents | 310,000 compounds, 0.51% hits | CHO-hERG, FluxOR thallium flux, dofetilide IC70 present | activation (rescue from dofetilide block), less the hit threshold, % at 10 µM;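 active means activation above the mean of controls blocked by dofetilide plus 5 SD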;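 further: thallium influx through hERG after potassium depolarization seen as dye fluorescence rise; in these data hits start at about 4.7%; inactives centre near -7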
KCNK9 block: blocks the human KCNK9 two-pore domain potassium channel; HEK293 KCNK9, FluxOR thallium flux fluorescence; hits give low values; B-score at 10 µM; 310,000 compounds, 1.2% hits;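 active means ratio B-score over 3 SD below the library mean, with starting fluorescence within 5 SD of its mean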;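 further: negative B-score means less thallium flux so channel inhibition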
KCNK3 inh: human KCNK3 channel inhibition, primary screen; CHO-KCNK3 thallium flux, FluxOR fluorescence; hits give low values; AID 602410; B-score at 10 µM; 340,000 compounds, 0.84% hits;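 active means B-score under library mean minus 4 SD, starting fluorescence ratio at most library mean plus 5 SD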;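 further: more negative B-score means stronger inhibition of thallium flux through KCNK3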
GSK3 alpha inh: blocks human GSK-3 alpha kinase; 320,000 compounds, 0.1% hits; inhibition, % at 10 µM; AID 2650; ADP-Glo luminescence, 60 min;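 in the data active means inhibition above about 50%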;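 further: GST-tagged GSK-3 alpha with peptide substrate and 25 µM ATP; 0% = DMSO neutral wells and 100% = GW8510 positive control wells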
HDAC3 inh: inhibitors of human histone deacetylase 3; AID 2718; inhibition, % at 8.3 µM; 320,000 compounds, 0.15% hits; recombinant HDAC3, fluorogenic peptide/trypsin coupled, fluorescence; O15379; in the data active means inhibition above about 26%, passing the limit was not always enough; inconclusive means no clear call, values can overlap the other calls
Target sequence (O15379 whole entry, looked up): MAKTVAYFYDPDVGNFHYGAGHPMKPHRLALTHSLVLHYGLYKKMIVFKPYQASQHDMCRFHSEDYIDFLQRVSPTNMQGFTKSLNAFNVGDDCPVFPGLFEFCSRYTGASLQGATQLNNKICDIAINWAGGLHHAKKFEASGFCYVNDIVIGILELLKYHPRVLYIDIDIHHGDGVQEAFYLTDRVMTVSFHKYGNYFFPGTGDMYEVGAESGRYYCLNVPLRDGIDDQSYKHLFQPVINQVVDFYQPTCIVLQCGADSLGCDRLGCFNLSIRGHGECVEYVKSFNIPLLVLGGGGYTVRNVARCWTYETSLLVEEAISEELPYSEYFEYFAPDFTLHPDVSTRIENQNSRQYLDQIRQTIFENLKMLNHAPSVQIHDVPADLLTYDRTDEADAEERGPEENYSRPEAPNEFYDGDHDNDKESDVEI
PolyA inhibitor: blocks polyadenylation in yeast reporter cells. S. cerevisiae SKY197-pL101 polyadenylation reporter, beta-gal luminescence; efflux-impaired pdr1/pdr3 knockout yeast; score 100 = 6 SD above DMSO. calls only at 12 µM. 300,000 compounds, 0.02% hits;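 active means lowest replicate activity score at least 50, where 100 means six control SD above control mean; inconclusive means lowest score under 50 but half or more replicates reach 50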;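 further: yeast exposed to compound for 9 h at 30 °C; higher score means more reporter readthrough which indicates perturbed polyadenylation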
DYRK1A inh: Dyrk1A (rat) kinase inhibition; Q63470; ADP-Glo luminescence, NFATc1 peptide; inhibition, % at 12.5 µM; 310,000 compounds, 0.43% hits; AID 504441; in the data active means inhibition above about 50%;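 further: plate controls were vehicle with enzyme for no effect and no enzyme for full effect; many of its hits are not listed in these tables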
GSK3B inh: inhibitors of human GSK3beta kinase; P49841; GST-GSK3beta kinase, ADP-Glo luminescence, 60 min; hits give low values; activity score (negative = inhibition), % at 10 µM; 300,000 compounds, 0.038% hits; AID 2097;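 active means more than half of replicate wells score below -50%, meaning over 50% inhibition versus plate controls; inconclusive means some replicates but at most half score below -50%; inactive means no replicate scores below -50%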;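 further: 0% = median DMSO wells and -100% = median GW8510 positive control wells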
Target sequence (P49841 whole entry, looked up): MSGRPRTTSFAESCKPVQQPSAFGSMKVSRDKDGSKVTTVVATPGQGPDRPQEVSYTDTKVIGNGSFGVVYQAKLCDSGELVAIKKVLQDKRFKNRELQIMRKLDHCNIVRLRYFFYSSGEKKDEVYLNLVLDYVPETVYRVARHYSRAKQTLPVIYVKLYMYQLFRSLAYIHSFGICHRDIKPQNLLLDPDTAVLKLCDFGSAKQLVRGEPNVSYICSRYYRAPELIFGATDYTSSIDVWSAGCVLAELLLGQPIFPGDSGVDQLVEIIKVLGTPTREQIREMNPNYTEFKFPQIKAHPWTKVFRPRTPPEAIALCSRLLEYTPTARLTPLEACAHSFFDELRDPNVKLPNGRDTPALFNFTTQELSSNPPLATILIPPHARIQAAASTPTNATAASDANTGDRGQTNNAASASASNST
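Assay system: GST-tagged human GSK3beta kinase, cell-free; Input: 1.6 ng GSK3beta; Medium: Tris/MgCl2 kinase buffer; Timing: 60 min enzyme reaction, room temperature; Signal: ADP-Glo luminescence quantifying ADP generated by kinase; Evaluation: score relative to plate controls; Benchmarks: DMSO neutral wells and GW8510 at 20 µM as positive.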
KCNQ1 act: potentiates or activates the human KCNQ1 potassium channel | P51787 | CHO-K1 KCNQ1, thallium flux FluxOR fluorescence; hits give high values | B-score at 10 µM | 310,000 compounds, 0.35% hits | AID 2648;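 active means fluorescence ratio B-score, a plate-corrected score, at least three library SD, with initial intensity B-score within 5 SD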
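Assay system: CHO-K1 cells stably expressing KCNQ1; Medium: assay buffer with matched DMSO; Also added: K+/Tl+ depolarizing stimulus; Dosing: single dose; Timing: dye 90 min, compound 20 min, room temperature; Measured by: kinetic FluxOR thallium fluorescence, 10-s 1-Hz baseline, 110-s post-stimulus read; Read-out: peak-minus-minimum fluorescence over initial fluorescence, negative-control normalized, B-scored.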
* hit, by the source's call; i = inactive; u = inconclusive; x = no result given. The list is partial; count on the stated rates, not on these rows.

compound	RGS4 act	HDAC3 inh	DYRK1A inh	KCNK9 block	GSK3B inh	GSK3 alpha inh	KCNQ1 act	hERG rescue	KCNQ1 inh	PolyA inhibitor	KCNK3 inh
COc1ccc(N/C=C2\C(=O)CCc3c2oc2cc(Cl)c(O)c(Cl)c32)cc1	i	0	55*	i	0	-2	i	-3	i	i	i
CN(C(=O)CCc1nc2ccccc2s1)c1ccccc1	i	1	27	i	3	0	i	2	i	i	i
COc1cc(/C=C/CN2CCN(Cc3ccc(C)o3)C(CCO)C2)ccc1O (centres undefined)	i	0	5	i	1	-1	i	-5	i	i	i
COc1ccc(NC(=O)NNC(=O)COc2ccc3cc(Br)ccc3c2)c(OC)c1	i	-2	-9	i	0	-1	i	-3	i	i	i
CCOc1ccccc1N(CC(=O)NC1CCCCC1)C(=O)CCC(=O)Nc1cc(C)ccn1	i	5	-1	i	-16	3	i	-5	i	i	i
O=C(NCc1ccco1)c1cccn2c(=O)c3c4c(sc3nc12)CCCC4	i	2	13	i	0	13	i	-7	i	i	i
COC(=O)c1c(NC(=O)c2ccccc2C(=O)O)sc2c1CCC2	i	-7	-5	i	-2	-3	i	-2	i	i	i
Cc1cccc(NC(=O)/C(C#N)=C/c2ccc[nH]2)c1C	i	3	3	i	0	0	i	-8	i	i	i
CC(=O)NCCC(=O)Nc1cc(S(=O)(=O)N2CCOCC2)ccc1N1CCCC1	i	-1	-3	i	2	-2	i	-9	i	i	i
COc1cccc(CNC(=O)c2cccc(S(=O)(=O)N3CCN(C)CC3)c2)c1	i	-5	4	i	0	-1	i	-7	i	i	i
Cc1ccc(S(=O)(=O)Nc2ccc(C(N)=O)cc2)cc1[N+](=O)[O-]	i	-1	-1	i	1	-3	i	-4	i	i	i
O=C(CN1CCCC1)N1CCCc2ccccc21	i	-4	-5	i	3	2	i	0	i	i	i
N#CC1=C(N)Oc2cc3ccccc3cc2C1c1cccs1 (centres undefined)	i	4	-3	i	-1	0	i	-4	i	i	i
O=C(O)CCSC(=S)N1CCOCC1	i	-2	-3	i	0	-3	i	-7	i	i	i
CC(=NC(C)C)C1=C(O)CCC1=O	i	-1	3	i	-7	2	i	-5	i	i	i
O=C(NCCc1c[nH]c2ccccc12)C1CCC(Cn2c(=S)[nH]c3ccccc3c2=O)CC1 (centres undefined)	i	2	5	i	-3	-1	i	-7	i	i	i
COc1ccc(/C=C/C(=O)Nc2ccccc2C(=O)O)cc1	i	0	10	i	-1	0	i	32*	i	i	i
CCOc1cc(CNCCCN2CCOCC2)cc(Cl)c1OCC(=O)NC(C)(C)C	i	-3	-1	i	2	-1	i	-1	i	i	i
Cc1ccnc(N2CCC(C(=O)Nc3ccc(Oc4ccccc4)cc3)CC2)n1	i	-2	1	i	-3	-2	i	-4	i	i	i
Cc1ccc(N(CC(=O)N/N=C/c2ccc(OC3CSC3)cc2)S(=O)(=O)c2ccccc2)cc1	i	8	-3	i	0	-4	i	-10	i	i	i
CC(=O)Oc1cc2oc(=O)c3c(c2cc1Cl)CCC3	i	-116	-4	i	-4	-3	i	-6	i	i	i
CCn1c(=N)n(CC(O)c2ccco2)c2ccccc21 (centres undefined)	i	2	0	i	1	-1	i	-14	i	i	i
CCOc1ccc(-c2c(C#N)c(N)nc3sc(C(=O)c4ccccc4)c(N)c23)cc1	i	-4	-1	i	7	-2	i	-20	i	i	i
O=C(O)c1cc(Cl)c(Cl)cc1C(=O)N1CCCC1	i	13	8	i	4	-1	i	-5	i	i	i
CCCCNc1ccc(S(=O)(=O)c2cccc([N+](=O)[O-])c2)cc1[N+](=O)[O-]	i	5	-8	i	5	-1	i	-5	i	i	i
CCOC(=O)c1ccccc1NC(=O)COC(=O)C(CCSC)NC(=O)COc1ccccc1 (centres undefined)	i	u	-7	i	-1	-1	i	-13	i	i	i
O=C(Oc1ccc(-c2cnc3ccccc3n2)cc1)c1ccc(Br)o1	i	2	x	i	2	-2	i	-3	i	i	i
CCOC(=O)C1CCCN(c2c(C(=O)c3ccccc3)cnc3ccc(OC)cc23)C1 (centres undefined)	i	4	5	i	-4	x	i	-20	6*	i	i
CCOC(=O)c1oc2ccccc2c1NC(=O)COc1cccc(OC)c1	i	-9	-1	i	x	0	i	-7	i	i	i
COc1ccc(/C=C/C(=O)C2CC2)cc1COc1c(C)cccc1C	-8.5*	6	x	-11*	4	-1	i	-16	8*	i	i
Cn1nccc1C(=O)N1CCN(c2ccc(F)cc2)CC1	i	-3	-4	i	-1	1	i	-17	i	i	i
COc1ccc(OCc2cc(C(=O)N3C[C@H]4CC[C@H]3C4)no2)c(Cl)c1	i	7	0	i	5	-3	i	-6	i	i	i
Cc1ccc(C(C)NC(=O)c2cccs2)cc1C (centres undefined)	i	0	x	i	1	0	i	5.2*	i	i	i
Cc1ccc(S(=O)(=O)Nc2cccc(-c3ccc(N4CCCCCC4)nn3)c2)cc1C	i	-8	6	i	3	-4	i	-9	i	i	i
Cc1ccc(S(=O)(=O)N2CC(O)C[C@H]2C(=O)OCC(=O)c2ccccc2)cc1 (some centres undefined)	i	-7	-2	i	0	1	i	-6	i	i	i
Cc1cccc(NS(=O)(=O)c2cccc(C(=O)NCC3(N4CCCCC4)CCCCC3)c2)c1	i	-4	1	i	1	4	i	-16	i	i	i
O=C(Cn1ccc2ccccc2c1=O)NCCC(=O)N1CCN(c2cccc(Cl)c2)CC1	i	3	-1	i	-6	-1	i	-12	i	i	i
Cc1cc(C)c2nc(NCc3ccccc3O)sc2c1	i	13	0	i	3	-2	i	-7	i	i	i
COc1ccc(Cn2ccnc2SCC(=O)Nc2ccccc2F)cc1	i	x	1	i	0	-2	i	-9	i	i	i
COc1ccc(CCNC(=O)C(=O)NCC2OCCN2C(=O)c2ccc(Cl)cc2)cc1OC (centres undefined)	i	3	x	i	-1	1	i	-5	i	i	i
Cc1ccc2cc(C#N)c(N3CCCN(S(=O)(=O)c4ccccc4)CC3)nc2c1C	i	-4	-3	i	-6	2	i	-11	i	i	i
Cc1nc2nc(SCC(=O)c3ccc([N+](=O)[O-])cc3)[nH]c2cc1Br	i	0	-3	i	3	-2	i	-5	i	i	i
CCOC(=O)c1cc(CC)sc1NC(=O)CN1CCN(C(=O)C2CCCO2)CC1 (centres undefined)	i	-2	2	i	1	-1	i	-10	i	i	i
CCc1ccc(CNC(=O)CCc2nc(-c3cccs3)no2)cc1	i	0	-2	i	5	-1	i	-7	i	i	i
CCC1Oc2ccc(C)cc2N(CC(=O)NCCc2ccc(OC)c(OC)c2)C1=O (centres undefined)	i	x	10	i	1	x	i	-10	i	i	i
COCC(=O)N1CCCN(c2nc3c(C)cccc3cc2C#N)CC1	i	1	27	i	-2	10	i	-10	i	i	i
COc1ccc(-n2c(=S)[nH]c3cc(C(=O)NCCCN4CCOCC4)ccc3c2=O)cc1	i	13	0	i	x	-2	i	-6	i	i	i
CC(=O)c1cccc(NC(=O)CCS(=O)(=O)c2cc3c(cc2C)NC(=O)CO3)c1	i	-2	-7	i	-1	0	i	-8	i	i	i
CN1C(=O)NC(c2ccccc2[N+](=O)[O-])C2=C1CCCC2=O (centres undefined)	i	-7	34	i	-3	11	i	-15	6*	i	i
CCN(CC)CCn1c(=S)[nH]c2cc3c(cc2c1=O)OCO3	i	13	-3	i	0	-1	i	-5	i	i	i

Going on with the list:
compound	RGS4 act	HDAC3 inh	DYRK1A inh	KCNK9 block	GSK3B inh	GSK3 alpha inh	KCNQ1 act	hERG rescue	KCNQ1 inh	PolyA inhibitor	KCNK3 inh
CCCC[n+]1c(C)sc2cc(OC)ccc21	i	3	0	i	3	0	i	-11	i	i	i
COc1cc(/C=C2\C(=N)N3N=C(C)SC3=NC2=O)cc(Cl)c1OCCOc1ccc(NC(C)=O)cc1	i	0	-2	i	-2	3	i	-5	i	i	i
CCN(CC(=O)NCc1ccc(F)cc1)C(=O)c1ccc(COc2ccccc2)cc1	i	4	-8	i	-4	-2	i	-16	i	i	i
Cc1ccc(C(=O)NNc2nc3ccccc3nc2C(F)(F)F)cc1	i	-6	1	i	1	-2	i	-6	i	i	i
C=CCN1C(=O)C(CC(=O)Nc2ccccc2)S/C1=N/c1nccs1 (centres undefined)	i	0	-5	i	3	-2	i	-8	i	i	i
COc1ccc(OC)c(-n2c(-c3cc(-c4ccco4)[nH]n3)n[nH]c2=S)c1	i	u	x	i	2	1	i	-3	i	i	i
Fc1ccc(Cn2nnc(-c3ccc(CN4CCOCC4)cc3)n2)cc1	i	2	7	i	-4	3	i	-6	i	i	i
CC(C)NC(=O)Cn1cnc2c1c(=O)n(C)c(=O)n2C	i	-9	4	i	-3	0	i	-11	i	i	i
O=C(OCCCN1CCOCC1)c1ccc(O)c(O)c1	i	-4	x	i	2	1	i	-15	i	i	i
